Compound activity from PubChem.
EPAC2 antagonist = antagonists of human EPAC2; hit rate 0.18% among 360,000; AID 720708; EPAC2 GEF exchange of Rap1B-BODIPY-GDP, fluorescence; Potency, µM (highest dose often 114 µM), inactives show at the top dose activity, negative = inhibition, hits mostly inhibitors; Q8WZA2; note: potency is the fitted concentration of half-maximal effect; % is set by controls: 0 for no effect and ±100 for the full control effect; nearly all actives have a fitted effect of over 45% in size; many of its hits are not listed in these tables
Target sequence (Q8WZA2 whole entry, looked up): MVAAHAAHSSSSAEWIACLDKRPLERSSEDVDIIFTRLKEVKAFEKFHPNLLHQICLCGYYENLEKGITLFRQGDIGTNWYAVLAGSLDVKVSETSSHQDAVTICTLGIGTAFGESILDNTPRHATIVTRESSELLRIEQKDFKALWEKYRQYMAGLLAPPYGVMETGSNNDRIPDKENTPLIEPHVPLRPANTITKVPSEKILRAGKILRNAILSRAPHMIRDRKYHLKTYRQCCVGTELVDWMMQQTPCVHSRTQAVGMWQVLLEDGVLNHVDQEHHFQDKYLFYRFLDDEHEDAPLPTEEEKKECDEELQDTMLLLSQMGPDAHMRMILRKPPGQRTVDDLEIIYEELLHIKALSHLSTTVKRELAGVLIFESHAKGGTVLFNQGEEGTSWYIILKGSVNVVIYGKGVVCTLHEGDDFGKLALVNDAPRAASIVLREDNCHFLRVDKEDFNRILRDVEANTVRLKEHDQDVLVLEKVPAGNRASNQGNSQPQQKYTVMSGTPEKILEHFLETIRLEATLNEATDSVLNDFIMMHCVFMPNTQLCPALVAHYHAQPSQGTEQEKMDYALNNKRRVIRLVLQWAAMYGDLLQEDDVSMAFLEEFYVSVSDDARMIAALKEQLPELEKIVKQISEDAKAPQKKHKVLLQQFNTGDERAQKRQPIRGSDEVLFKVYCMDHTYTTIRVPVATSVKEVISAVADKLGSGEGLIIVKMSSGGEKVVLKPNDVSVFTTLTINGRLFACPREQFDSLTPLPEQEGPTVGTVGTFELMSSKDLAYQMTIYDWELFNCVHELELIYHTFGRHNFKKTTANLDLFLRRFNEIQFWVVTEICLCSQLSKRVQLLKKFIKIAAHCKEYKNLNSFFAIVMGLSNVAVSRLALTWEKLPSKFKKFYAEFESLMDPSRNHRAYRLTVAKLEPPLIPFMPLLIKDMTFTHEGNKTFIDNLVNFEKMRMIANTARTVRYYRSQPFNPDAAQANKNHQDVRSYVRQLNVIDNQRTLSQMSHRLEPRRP
Mm-Cpn inhibitor = blocks the Methanococcus maripaludis chaperonin Mm-Cpn | hit rate 0.031% among 330,000 | purified Mm-Cpn ATPase, ADP Transcreener TR-FRET | Potency, µM (series often up to 76.9 µM), for the others: at the top dose activity, negative = inhibition, hits mostly inhibitors; note: potency is the fitted concentration of half-maximal effect; % is set by controls: 0 for no effect and ±100 for the full control effect; nearly all actives have a fitted effect of over 80% in size
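Reaction buffer contained 30 mM Tris pH 7.4, 100 mM KCl, 5 mM MgCl2 and 1 mM DTT. Mm-CPN (25 nM final) hydrolysed 10 uM ATP over 30 min at 37°C; ADP was read by HTRF.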
EPAC2 agonist = activates human EPAC2 exchange factor; hit rate 0.079% among 360,000; Potency, µM (highest dose often 154 µM), for the others: at the highest dose activation, most hits filed as activators; EPAC2 activation, biochemical qHTS; response scale: 100% = 6.5 mM cAMP response; Q8WZA2; note: potency is the fitted concentration of half-maximal effect; nearly all actives have a fitted effect of over 50% in size
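EPAC2 (100 nM) mixed with Rap1B loaded with BODIPY-GDP (250 nM) plus 50 uM unlabeled GDP; compounds pinned in, 5 min RT, then read every 5 min for 30 min (ex 480, em 540 nm). Normalized to cAMP control.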
A549 viability = A549 cytotoxicity, counter-screen for Nrf2 inhibitors; A549 ARE-Fluc cells, CellTiter-Fluor viability, 18-24 h; AID 504648; Potency, µM (series often up to 46 µM), inactives show at the highest dose activity change, negative = cytotoxicity, hits mostly inhibitors; hit rate 0.16% among 390,000; note: potency is the fitted concentration of half-maximal effect; % is set by controls: 0 for no effect and ±100 for the full control effect
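Cytotoxicity counterscreen: CellTiter-Fluor fluorescence was measured in A549 ARE_Fluc cells after 18-24 h of compound exposure in a concentration series. The subsequent BugLite luminescent read reports ARE-luciferase activity.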
Nrf2 block = blocks Nrf2 signaling; Potency, µM (top dose mostly 46 µM), inactives show top-dose activity change, negative = inhibition, actives largely listed as inhibitors; hit rate 2.1% among 360,000; AID 504444; A549 ARE-Fluc reporter, luciferase luminescence, 18-24 h; note: potency is the fitted concentration of half-maximal effect; % is set by controls: 0 for no effect and ±100 for the full control effect; nearly all actives have a fitted effect of over 60% in size
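Nrf2 activity is the BugLite luminescence, read 15 min after reagent at room temperature, following CellTiter-Fluor cytotoxicity readout (30 min, 37C). Compound titrations were applied for 18-24 h to 5000 A549 ARE_Fluc cells/well in 5% FBS OPTI-MEM.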
TGFb SMAD3 inh = inhibitors of TGF-b signaling; hit rate 1.2% among 410,000; Potency, µM (series often up to 46.1 µM), without a hit: top-dose activity, negative = inhibition, most hits filed as inhibitors; HepG2 CAGA-GFP TGF-b/SMAD3 reporter, GFP fluorescence, 18 h; TGF-beta stimulated, 500 pg/mL final; note: potency is the fitted concentration of half-maximal effect; % is set by controls: 0 for no effect and ±100 for the full control effect; nearly all actives have a fitted effect of over 65% in size
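HEPG2 CAGA-GFP reporter cells (1000/well, DMEM with 1% FBS) received compounds, then recombinant TGF-beta at 500 pg/mL final for 18 hours at 37 degrees C. Per-cell GFP summed per well was normalised to unstimulated and stimulated DMSO controls before curve fitting.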
CCT chaperon mod = changes cytosolic chaperonin activity; hit rate 0.3% among 360,000; activity change, % (test concentration not listed), hits read low; purified chaperonin ATPase assay, HTRF ADP detection, 30 min; AID 651819; in the data active = activity change below about -30%; note: % is set by controls: 0 for no effect and ±100 for the full control effect
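We incubate TRiC, 40 or 20 nM final, with library compounds at 76 uM and 10 uM ATP for 30 min at 37 °C. ADP formed is detected with Transcreener HTRF reagents after 30 min at room temperature.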
Akt phos inh = inhibitors of Akt phosphorylation; activity change, % for hits at 50 µM; AID 651550; Neuro2A IGF-stimulated pAkt S473 HTRF, 20 min; active compounds read low; hit rate 0.32% among 360,000; in the data active = activity change below about -80%; inconclusive = mostly about -51% to -80%; note: % is set by controls: 0 for no effect and ±100 for the full control effect
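Neuro2A cells (4,500/well, DMEM with 0.5% FBS) were treated with compound at a single 50 µM final concentration, stimulated with 6 nM IGF for 20 min at 37 °C, and lysed. Phospho-Akt Ser473 was read by HTRF as 665/615 ratio ×10^4.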
Nrf2 activator = activates Nrf2 signaling | hit rate 0.31% among 410,000 | Potency, µM (series often up to 46.1 µM), without a hit: top-dose activation, usual class: activators | AREc32 ARE-luciferase reporter (MCF7-derived line), luminescence, 24 h | AID 624171; note: potency is the fitted concentration of half-maximal effect; % of control where 0% means no effect; nearly all actives have a fitted effect of over 65% in size
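AREc32 cells carrying an ARE-driven firefly luciferase reporter were seeded at 1000 cells/well in OPTI-MEM with 5% FBS, then exposed to compound for 24 hr at 37 deg C. Luminescence was read with Steady-Glo after 30 min at RT.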
An asterisk follows results filed as active; i = inactive; ? = inconclusive; · = not tested or not shown; & = joins results of further samples; [ ] = dose if it differs, or a comment. Unless noted, calls come from the whole dose curve; as a rule, active = well fitted curve in the direction sought with a large enough effect; inconclusive = small, poorly fitted or top-dose-only effect, or another doubt; inactive = no such curve, though single readings can be large; an effect the other way counts as inactive or inconclusive.

SMILES	EPAC2 antagonist	Mm-Cpn inhibitor	EPAC2 agonist	A549 viability	Nrf2 block	TGFb SMAD3 inh	CCT chaperon mod	Akt phos inh	Nrf2 activator
O=C(CN1C(=O)COc2ccc(S(=O)(=O)N3CCCCC3)cc21)NCc1ccc(F)cc1	0%	0%	0%	0%&-6%	12%	-3%&-32%	-2.0	i	0.3%&-0.8%
COc1ccc(NC2CC(=O)NC2=O)cc1 (centres undefined)	-3%	0%	-8%	-4%	1%	0%	-0.8	i	0.0%
CC(C)C[C@H]1CN=C(Nc2ccccc2)N1CC1CCCCCC1	7%	1%	3%	-10%	4%	1%	2.2	i	0.8%
Cc1ccc(CNC(=O)C2CC3Cn4c(nc5cc(C)c(C)cc54)C3N2C)o1 (centres undefined)	0%	0%	3%	-3%	16%	-9%	-1.2	i	-0.6%
CCOc1ccc(C2C(C(=O)c3ccco3)=C(O)C(=O)N2CCN2CCOCC2)cc1 (centres undefined)	4%	-6%	2%	-3%	17%	5%	-0.9	i	0.0%
CCN(Cc1ccccc1)C(=O)COC(=O)c1n[nH]c2ccccc12	5%	0%	-11%	-2%	0%	-2%	-2.4	i	-0.2%
CCn1c(CNC(=O)Cc2ccc(OC)cc2)nnc1SCC(=O)c1ccccc1	10%	3%	0%	0%	10%	-7%	-0.8	i	0.2%
COc1ccc(NC(=O)Cc2noc3ccc(C)cc23)cc1Cl	·	·	·	-5%	-4%	3%	·	·	0.7%
COc1ccc(C2N(S(=O)(=O)c3ccccc3)CCN2S(=O)(=O)c2ccc(C)cc2)cc1 (centres undefined)	10%	0%	-1%	?	·	-26%	2.5	i	-1.1%
Cc1ccccc1OCCn1c(=N)n(C(C)C)c2ccccc21	·	·	·	-16%	-8%	?	·	·	8.7%
CCOc1ccc(NC(=O)CN(C)C(=O)C2CC(=O)N(c3cccc(SC)c3)C2)cc1OCC (centres undefined)	-10%	·	-5%	-1%	-4%	0%	-5.2	i	-0.5%
CCN(CC(=O)O)S(=O)(=O)c1cc(Cl)ccc1Cl	12%	-2%	-1%	1%	-2%	6%	-0.2	i	0.0%
O=C(CSc1ccccc1F)NC(=O)c1ccccc1Br	-8%	-1%	-1%	6%	8%	-11%	-0.7	i	-0.8%
CCOc1ccc(NC(=O)CS(=O)(=O)Cc2nc(-c3ccc(C)cc3)oc2C)cc1	·	·	·	-7%	-12%	-30%	·	·	-0.5%
CCCCN(C)CCCNC(=O)CN1C(=O)CSc2ccc(S(=O)(=O)N3CCOCC3)cc21	?	2%	8%	0%&-1%	10%	-7%&8%	1.2	i	5.5%&-0.3%
O=C(Nc1cccc(C(F)(F)F)c1)C(Sc1ncnc2ccccc12)c1ccccc1 (centres undefined)	-11%	-8%	0%	3%	?	?	-2.0	i	?
Cc1cnc(NC(=O)C2(C)CCN2C(=O)C(C)C)s1 (centres undefined)	-2%	·	7%	·	·	7%	-1.7	i	-0.8%
O=C(Nc1ccccc1-c1nnn(CC(=O)N2CCOCC2)n1)c1ccc(F)cc1	1%	0%	7%	-10%	-10%	-2%	-0.8	i	-0.1%
COC(=O)c1cc2occc2n1Cc1nc(-c2ccc(Cl)cc2)oc1C	-4%	-1%	0%	-2%&-1%	1%&11%	0%&1%	1.6	i	-0.5%&0.3%
COC(=O)CCN1CCN(S(=O)(=O)c2cccc(Br)c2)CC1	5%	-2%	1%	4%	-2%	-10%	-0.7	i	0.3%
O=C1CN(C(=O)CSc2nc3ccccc3n2CCc2ccccc2)c2ccccc2N1	0%	-1%	8%	-2%	-16%	-2%	1.2	i	-0.3%
CCSc1nnc(NC(=O)CC)s1	-11%	-2%	11%	7%	-9%	-2%	-4.4	i	2.1%
CCCN(C(=O)c1cccs1)c1c(N)n(Cc2ccccc2)c(=O)[nH]c1=O	2%	-1%	1%	-5%	14%	16%	-1.4	i	0.5%
Cc1ccc(S(=O)(=O)CC(=O)N(C)C)cc1	7%	0%	6%	0%	·	-6%	-0.1	i	0.4%
Cc1nn(C)cc1CNC(=O)c1ccccc1Br	6%	1%	-1%	2%	·	3%	-1.3	i	-0.5%
COC(=O)Cc1ccc(OC2(C)CCN(Cc3csc4ccccc34)C2)cc1 (centres undefined)	-17%	·	17%	·	·	-55%	-0.6	i	0.3%[9.22 µM]
Clc1ccc(OCc2cnc(Cl)s2)cc1	15%	-5%	2%	-2%	13%	5%	0.4	i	1.7%
CCC(C)N(C(=O)COC(=O)c1ccc(N)c([N+](=O)[O-])c1)C1CCS(=O)(=O)C1 (centres undefined)	-9%	·	2%	·	·	-1%	0.1	i	0.1%
CSc1nc(C)cc(SCC(=O)Nc2ccc(Cl)cc2Cl)n1	5%	-7%	-4%	2%	-11%	-13%	-0.8	i	-0.4%
COc1ccc(/C=N/NC(=S)Nc2c(C)n(C)n(-c3ccccc3)c2=O)cc1OC	12%	-18%	5%	3%	10%	?	-1.9	i	0.1%
COc1ccc(/C=C\c2onc(C)c2S(=O)(=O)N2CCC(C(=O)Nc3ccc(C)cc3C)CC2)cc1	·	·	·	-1%	0%	-4%	·	·	-0.9%
COCCCn1c(SCCc2ccccc2)nc2cc(OC)c(OC)cc2c1=N	-29%	2%	6%	-7%	-14%	?	1.3	i	0.5%
Cc1cc(C)n2nc(SCC(=O)Nc3ccccc3F)nc2n1	17%	0%	4%	1%	0%	-1%	-1.1	i	-1.0%
CN(Cc1cccnc1)Cc1cn(C)nc1-c1cccc(Cl)c1	-5%	-3%	-1%	-5%&16%	-2%&2%	17%&10%	-0.3	i	0.5%
COc1ccc(-n2c(C)nn(C)c2=O)cc1	-3%[57.1 µM]	0%	4%	-19%	-2%	2%	0.8	i	-0.5%
CC(C)Cn1c(C(C)C)nc([N+](=O)[O-])c1S(=O)(=O)c1ccc(F)cc1	4%	-2%	-2%	?	9.2µM*	?	-0.2	i	22µM*
CCOC(=O)c1cc(-c2ccc(OC)c(S(=O)(=O)N3CCN(c4ccccc4)CC3)c2)on1	·	·	·	3%	?	-20%	·	·	1.1%
CCN(CC)CCNC(=O)c1c(O)c2cccc3c2n(c1=O)CCC3	-12%	0%	3%	-29%	-8%	1%	-2.7	i	6.3%
CC1CCCN(C(=O)CSc2nnc3ccccn23)C1 (centres undefined)	12%	1%	9%	-1%	?	11%	-2.7	i	-0.1%
O=[N+]([O-])c1cccc(C2Nc3ccccc3CO2)c1 (centres undefined)	4%	·	2%	·	·	0%	0.0	i	5.4%
Cc1ccc(Cn2cccc(NC(=O)c3ccco3)c2=O)cc1	1%	-3%	-1%	-15%	?	-11%	-0.4	i	4.6%
CC1(C)CC(=O)C=C(c2ccc(-c3cccc(C(N)=O)c3)cc2)C1=O	8%	·	25%	·	·	2%	-1.9	i	8.5%
Cc1[nH]c2ccc(C(=O)NCCCN3CCOCC3)cc2c1C	5%	-5%	-1%	0%	13%	-1%	0.9	i	-0.3%
COc1ccc(-n2c(-c3ccc(F)cc3)cn3c4c(=O)n(C)c(=O)n(C)c4nc23)cc1	·	·	·	-6%	7%	-4%	·	·	0.3%
CCOC(=O)Nc1ccccc1C(=O)Nc1cc(C)cc(C)c1	-7%	-1%	25%	7%	4%	6%	-0.9	i	1.4%
O=C(Nc1ccccc1)c1cc(C2CCCCN2S(=O)(=O)Cc2cccc(C(F)(F)F)c2)on1 (centres undefined)	6%	·	9%	·	·	1%	0.8	i	-0.3%
O=C(N/N=C/c1c[nH]c2c1ccc1ccccc12)c1ccc([N+](=O)[O-])cc1	2%	-1%	-5%	-2%	?	1%	0.3	i	-0.4%
O=C(NNC(=S)Nc1ccc(F)cc1)[C@H]1C[C@@H]1c1ccccc1	0%	3%	0%	-3%	-14%	-29%	0.7	i	-0.1%
COc1ccc(-c2cc(C(=O)N3CCCc4ccccc43)no2)cc1OC	-5%	1%	12%	25%	·	-9%	-0.4	i	-0.2%
O=C(c1ccc(S(=O)(=O)N2CCCC2)cc1)N1CCCCC1	8%	1%	10%	-14%	8%	0%	0.2	i	-0.4%
C[C@H](CO)N1C[C@H](C)[C@@H](CN(C)C(=O)Nc2ccc(C(F)(F)F)cc2)Oc2c(NC(=O)CCC(F)(F)F)cccc2C1=O	-21%	2%	-6%	-3%	14%	?	0.6	i	7.2%
COc1ccc(CCNC(=O)c2ccc(C)s2)cc1OC	0%	1%	-1%	-3%	-11%	17%	0.0	i	-0.2%
Cc1cc(-c2cc(-c3ccc(Cl)cc3)nc(N)c2C#N)co1	6%	-2%	-1%	-3%	·	-15%	-6.1	i	?
COc1ccccc1N1CCN(/N=C\c2sccc2C)CC1	1%	1%	14%	-3%	13%	6%	-0.1	i	0.7%
COc1ccc(-n2cnnc2SCc2csc(-c3ccccc3)n2)cc1	5%	-1%	7%	·	-20%	0%	-0.8	i	-0.2%
CCc1ccc(OCC(=O)NNC(=S)NC(=O)C2CC2)c(Br)c1	-5%	2%	-8%	-15%	6.5µM*	-1%	0.3	i	-0.5%
CN(C)c1ccc(C2CC(=O)C=C(Nc3ccccc3N)C2)cc1 (centres undefined)	10%	-2%	7%	-10%	-2%	-2%	0.4	i	0.8%

Record cards, from the list above. Order of screens: EPAC2 antagonist, Mm-Cpn inhibitor, EPAC2 agonist, A549 viability, Nrf2 block, TGFb SMAD3 inh, CCT chaperon mod, Akt phos inh, Nrf2 activator
`O=[N+]([O-])c1cccc(C2Nc3ccccc3CO2)c1` (centres undefined) across the screens: 4%, ·, 2%, ·, ·, 0%, 0.0, i, 5.4%
`COc1ccc(/C=C\c2onc(C)c2S(=O)(=O)N2CCC(C(=O)Nc3ccc(C)cc3C)CC2)cc1` across the screens: ·, ·, ·, -1%, 0%, -4%, ·, ·, -0.9%

Not all compounds are listed; the hit share may differ from the screen's.
